Tb PFK inh: blocks T. brucei phosphofructokinase; 0.17% of 330,000 active; T. brucei PFK, ADP-Glo luminescence; Potency, µM (top dose mostly 57.5 µM), for inactives: at the highest dose activity, negative = inhibition, most hits filed as inhibitors; AID 485367; O15648;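 note: potency is the fitted concentration of half-maximal effect; 0% = uninhibited 1x PFK enzyme wells and -100% = no-enzyme wells; nearly all actives have a fitted effect of over 60% in size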
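1.25 nM PFK with 0.5 mM F6P and 0.1 mM ATP in 0.1 M TEA pH 8.0, 5 mM MgCl2, incubated 45 min at room temperature; ADP measured by ADP-Glo luminescence; compounds titrated up to 57 uM.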
PTAP TSG101 blk: blocks PTAP/TSG101 interaction to inhibit HIV-1 budding | Potency, µM (top dose mostly 115 µM), for inactives: at the top dose activity change, negative = inhibition, actives largely listed as inhibitors | 340,000 tested, under 10 active | Fluorescence polarization, FITC-PTAP peptide / Tsg101 binding; active = well fitted inhibition curve with a large enough effect in the main read-out, with a control signal flat, not every such curve was filed as active; inconclusive = small, poorly fitted or top-dose-only effect, or effect the other way, or a change in a side signal; inactive = no such curve, though single readings can be large or run the other way; note: potency is the fitted concentration of half-maximal effect; % of control where 0% means no effect
Target sequence (Q99816 whole entry, looked up): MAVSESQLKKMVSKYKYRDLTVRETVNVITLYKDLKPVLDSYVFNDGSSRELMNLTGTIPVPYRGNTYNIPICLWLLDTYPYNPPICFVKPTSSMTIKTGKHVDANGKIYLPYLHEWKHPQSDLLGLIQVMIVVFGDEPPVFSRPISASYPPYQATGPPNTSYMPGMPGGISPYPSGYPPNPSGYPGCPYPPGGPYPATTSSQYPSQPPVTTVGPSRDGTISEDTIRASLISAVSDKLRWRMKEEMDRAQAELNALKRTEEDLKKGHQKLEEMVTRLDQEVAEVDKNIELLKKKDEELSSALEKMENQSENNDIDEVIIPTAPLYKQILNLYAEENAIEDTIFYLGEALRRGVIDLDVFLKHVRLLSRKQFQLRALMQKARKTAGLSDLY
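Tsg101 binding domain (10 uM final) was mixed with compound and a FITC-labeled PTAP peptide (50 nM final) in HEPES pH 7.5 buffer with NaCl, Tween 20, EDTA and TCEP; fluorescence polarization was read after 20 min at r.t.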
TSHR antag: blocks TSH signaling through the human TSH receptor | P16473 | TSHR-expressing cells, TSH-stimulated cAMP HTRF, 2 h; hits give low values | activity change, negative = inhibition, % at 11.5 µM | 0.2% of 330,000 active | AID 504810;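 active = activity change below a set negative limit, meaning inhibition stronger than a set level, cut at about -70% in these data; inconclusive = activity change between two set negative limits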; note: % is set by controls: 0 for no effect and ±100 for the full control effect
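Inhibition of cAMP made by TSHR-expressing cells under TSH stimulation (4nM final, EC80; 2 h, 37 deg C) is quantified with a one-step lysis HTRF kit, anti-cAMP cryptate versus cAMP-d2.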
AT treatment: potential ataxia-telangiectasia treatments restoring KAP-1 phosphorylation; AID 485349; Potency, µM (highest dose often 57.5 µM), inactives show at the top dose activation, usual class: activators; […] A-T fibroblasts, KAP-1 phosphorylation AlphaLISA; neocarzinostatin DNA damage 30 min before lysis; 0.19% of 320,000 active; note: potency is the fitted concentration of half-maximal effect; % of control where 0% means no effect; nearly all actives have a fitted effect of over 45% in size
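hTERT-immortalized A-T patient fibroblasts ([…]), 500 cells/well in OPTI-MEM, 1% FBS, got compounds for 60 min, then NCS for 30 min at 37C. Lysates were then assayed for phospho-KAP-1 by AlphaLISA (anti-pKAP1 donor, anti-KAP1 acceptor beads), 6 hr at 25C.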
Integrin act MD: activators of alpha7 integrin expression for muscular dystrophy; alpha7betagal myoblasts, beta-gal FDG fluorescence, 48 h; Potency, µM (highest dose often 38.3 µM), for the others: at the top dose activation, actives largely listed as activators; 0.064% of 350,000 active; AID 624291;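 note: potency is the fitted concentration of half-maximal effect; 100% = response of the positive control SU9516; nearly all actives have a fitted effect of over 60% in size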
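Alpha7betagal+/- myoblasts (passage 13) were plated 16-24 hr, then exposed to compounds (1:260 dilution of DMSO stock) for 48 hours at 37C. After MPER lysis, β-galactosidase reporter activity was read as FDG fluorescence (ex 480/em 540) after 30 minutes.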
Mito fusion yeast: blocks mitochondrial division or promotes mitochondrial fusion; S. cerevisiae fusion-defective mutant growth rescue, CellTiterGlo 48 h; 0.23% of 320,000 active; Potency, µM (highest dose often 46.1 µM), without a hit: at the highest dose growth rescue (activation), most hits filed as activators;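 note: potency is the fitted concentration of half-maximal effect; % of control where 0% means no effect; nearly all actives have a fitted effect of over 45% in size; temperature-sensitive fusion mutants such as fzo1-1 at 37 °C on non-fermentable ethanol glycerol medium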
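Temperature-sensitive fusion-defective S. cerevisiae (e.g. fzo1-1, mgm1-5) were grown with compound in YPEG medium (3% ethanol, 3% glycerol) for 48 hours at 37C. Growth rescue was measured as viability by CellTiterGlo luminescence after 10 minutes at ambient.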
Eya2 inh: inhibitors of human Eya2 phosphatase activity; recombinant Eya2, OMFP fluorescence dephosphorylation (OMFP is methylfluorescein phosphate); Potency, µM (series often up to 76.9 µM), for the others: top-dose activity, negative = inhibition, usual class: inhibitors; 0.006% of 330,000 active; O00167; AID 488837; note: potency is the fitted concentration of half-maximal effect; % is set by controls: 0 for no effect and ±100 for the full control effect
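Eya2 protein (added as 0.2 uM solution) was preincubated with compound for 10 min at ambient temperature in 50 mM HEPES pH 7.5, 50 mM NaCl, 5 uM MgCl2, 0.05% BSA, 1 mM DTT. OMFP (added at 50 uM) then reacted 10 min; fluorescence read at 485/525 nm.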
ELG1 DNA repair: inhibitors of ELG1-dependent DNA repair in HEK293T cells. HEK293T ELG1-luciferase reporter, luminescence, 16 h; DNA damage induced by 5-fluorouridine. Potency, µM (highest dose often 46.1 µM), inactives show top-dose activity change, negative = inhibition, most hits filed as inhibitors. 2.3% of 330,000 active. AID 504467; note: potency is the fitted concentration of half-maximal effect; % is set by controls: 0 for no effect and ±100 for the full control effect; nearly all actives have a fitted effect of over 55% in size
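DMSO vehicle served as the neutral condition. Each well held 2,000 cells given 5-fluorouridine plus compound; after 16 hr at 37 °C/5% CO2, ONE-Glo was added and luciferase measured 30 min later.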
TCR activator: activates T cell receptor signaling; primary human leukocytes, anti-CD3, IL-2 HTRF, 48 h; Potency, µM (titrated, usually from 9.22 µM), for the others: at the highest dose activation of IL-2 secretion, most hits filed as activators; 330,000 tested, under 10 active; AID 504894; note: % of control where 0% means no effect
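48 hr co-incubation of compounds, a-CD3 beads and primary human leukocytes; IL-2 quantified homogeneously by HTRF with anti-IL-2 K and d2 conjugates.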
ASM inhibitor: inhibitors of human secretory acid sphingomyelinase | AID 504937 | Potency, µM (series often up to 57.5 µM), inactives show at the highest dose activity change, negative = inhibition, actives largely listed as inhibitors | 0.006% of 340,000 active | P17405 | placental ASM, HMU-PC fluorogenic substrate, 60 min; note: potency is the fitted concentration of half-maximal effect
Target sequence (P17405 47-631 limits assumed): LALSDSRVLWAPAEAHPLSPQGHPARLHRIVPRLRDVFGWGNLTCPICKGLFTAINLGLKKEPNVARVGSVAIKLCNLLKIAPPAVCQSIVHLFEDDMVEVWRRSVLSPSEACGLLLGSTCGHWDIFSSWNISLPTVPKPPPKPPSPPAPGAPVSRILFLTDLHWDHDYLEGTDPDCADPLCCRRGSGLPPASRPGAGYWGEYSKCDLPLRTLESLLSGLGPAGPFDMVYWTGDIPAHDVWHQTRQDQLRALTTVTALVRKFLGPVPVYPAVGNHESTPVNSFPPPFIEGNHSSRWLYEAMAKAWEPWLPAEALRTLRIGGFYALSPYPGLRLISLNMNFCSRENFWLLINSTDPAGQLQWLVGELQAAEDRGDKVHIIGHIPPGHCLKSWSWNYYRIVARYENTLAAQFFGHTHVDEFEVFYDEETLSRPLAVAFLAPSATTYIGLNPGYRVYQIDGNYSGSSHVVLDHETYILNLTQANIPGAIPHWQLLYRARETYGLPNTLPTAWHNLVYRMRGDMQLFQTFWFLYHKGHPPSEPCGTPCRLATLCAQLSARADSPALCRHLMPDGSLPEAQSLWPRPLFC
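Human placenta-derived ASM preincubated with compound 10 min at room temperature, then reacted with 9 uM (final) fluorogenic HMU-PC substrate for 60 min at 37 C. Stop solution raises pH to 10; fluorescence read at Ex 386/Em 447 nm.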
BCR signal inh: chronic active BCR signaling inhibition | ABC-DLBCL IkBa-CBG/CBR reporter, luminescence ratio, 4 h | AID 493014 | Potency, µM (titrated, usually from 46.1 µM), for the others: at the top dose ratio change, negative = lower green/red ratio, actives largely listed as inhibitors | 0.05% of 340,000 active; active = well fitted inhibition curve with a large enough effect in the signal ratio, with a control signal flat, not every such curve was filed as active; inconclusive = small, poorly fitted or top-dose-only effect, or effect the other way, or a change in a side signal; the % refers to the signal ratio;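 note: potency is the fitted concentration of half-maximal effect; plate controls were basal doxycycline-induced cells for no effect and cells given 10 µM MG132 for full effect; MG132 reads +100%, hits lower the ratio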
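TMD8 ABC-DLBCL cells carrying doxycycline-inducible green luciferase fused to IkappaBalpha plus unfused red luciferase were exposed to compounds (up to 46 uM) for 4 hrs at 37C. Activity came from the overlap-corrected green/red luminescence ratio.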
An asterisk follows results filed as active; i = inactive; ? = inconclusive; / = no result given; [ ] = another dose, or the depositor's remark. Unless noted, calls come from the whole dose curve; as a rule, active = well fitted curve in the direction sought with a large enough effect; inconclusive = small, poorly fitted or top-dose-only effect, or another doubt; inactive = no such curve, though single readings can be large; an effect the other way counts as inactive or inconclusive.

Below each compound: Tb PFK inh	PTAP TSG101 blk	TSHR antag	AT treatment	Integrin act MD	Mito fusion yeast	Eya2 inh	ELG1 DNA repair	TCR activator	ASM inhibitor	BCR signal inh
COc1ccc(-n2ncc(C(C)NS(=O)(=O)c3ccc(C(C)=O)cc3)c2C)cc1 (stereo not drawn)
 : 0%	/	6	20%	14%	0%	-2%	2%	-2%	2%	2%
CCN(C(=O)COC(=O)c1ccc[nH]c1=O)c1cccc2ccccc12
 : -2%	-10%	-5	6%	-23%	/	-4%	10%	2%[46.1 µM]	7%	0%
O=C(NCCCO)c1c(O)c2cccc3c2n(c1=O)CCC3
 : 0%	-6%	0	-7%	-25%	-11%	-4%	-3%	-2%	-2%	0%
CCOC(=O)c1cnn(-c2nc(-c3cccc(F)c3)cs2)c1C(F)(F)F
 : -3%	0%	-14	14%	13%	-4%	-13%	0%	4%	-1%	7%
Cc1cccc(CC(=O)Nc2cc(C)c3c(=O)oc4ccccc4c3n2)c1
 : 5%	-3%	5	19%	-2%	-6%	-2%	?	-1%	-5%	?
C=CCN(C(=O)CNC(=O)c1cccs1)C(C(=O)NC(C)(C)C)c1ccccc1 (stereo not drawn)
 : 1%	-1%	26	-4%	-3%	1%	10%	7%	0%	0%	2%
O=C(c1ccco1)N1CCCN(C(=O)c2ccco2)CC1
 : -11%	-7%	8	4%	-15%[7.66 µM]	-4%	-19%	0%	-2%	0%	-8%
COc1ccc(S(=O)(=O)N2CCC(C(=O)NC(C)CCc3ccccc3)CC2)cc1 (stereo not drawn)
 : -1%	-13%	0	-1%	4%	-7%	-3%	?	0%	-3%	6%
CC(=O)CC1OC(=O)C(Br)=C1NCc1ccccc1 (stereo not drawn)
 : -7%	-7%	-6	-5%	-55%[inhibitor]	-8%	4%	?	8%	-1%	?
O=C1c2ccccc2C(=O)N1CCc1csc(-c2ccc(F)cc2)n1
 : -5%	-6%	-15	-1%	10%	7%	-4%	17%	2%	0%	-1%
Cc1ccc(C(=O)OCC(=O)Nc2sc3c(c2C#N)CCCCC3)cc1NC(=O)c1ccco1
 : 2%	-5%	-5	5%	7%	-1%	3%	5%	-1%	-11%	7%
Cc1ccc(Cl)cc1NC(=S)N(Cc1ccco1)C(C)c1cccs1 (stereo not drawn)
 : -4%	-3%	7	3%	0%	-4%	-16%	?	-6%	5%	?
S=C(NCc1ccccc1)NC1CCCCC1
 : 2%	0%	-8	-1%	18%	-5%	-10%	-6%	-5%	1%	-7%
COCCCN(Cc1ccco1)C(=O)c1cc2c(s1)-c1ccc(Cl)cc1S(=O)(=O)C2
 : 2%	-7%	-2	-3%	-4%	-5%	-4%	-12%	7%	-2%	4%
Cc1cc(Br)cc(C)c1OCC(=O)NNC(=O)CCC(=O)NCc1ccccc1
 : 4%	2%	51	6%	4%	2%	-15%	?	2%	-2%	4%
O=C(N=C1SC2CS(=O)(=O)CC2N1c1ccc(Br)cc1)C1CCCO1 (stereo not drawn)
 : -1%	-2%	-6	-6%	-10%	-1%	-2%	2%	-5%	0%	-1%
O=C(CCC(=O)c1ccc(F)cc1)Nc1cccnc1
 : -5%	-1%	-4	-4%	14%	2%	-10%	-3%	1%[46.1 µM]	2%	?
O=C(COC(=O)c1ccc(Br)cc1)NCCN1C(=O)CSC1=O
 : -3%	-2%	3	2%	8%	5%	-12%	15%	6%	9%	2%
Cc1cccc(NC(=S)NCc2ccccc2Cl)c1C
 : 2%	0%	4	3%	19%	-10%	-1%	?	0%	0%	0%
COc1cccc(-c2nnc3n2N=C(c2cc(OC)ccc2OC)CS3)c1
 : -8%	-3%	-23	3%	2%	0%	-9%	18µM*	-3%	-17%	?
CCc1ccc(NC(=O)CCc2ccc(C)o2)cc1
 : 0%	-1%	18	-6%	?	-2%	?	-10%	-16%	0%	2%
NC1=NC(c2ccccc2)=NC1(NC(=O)c1ccccc1)C(Cl)Cl (stereo not drawn)
 : -1%	-1%	8	-9%	3%	-4%	1%	17%	-10%	2%	-1%
CS(=O)(=O)N(Cc1ccccc1)c1ccccn1
 : 3%	0%	13	-2%	-3%[7.66 µM]	?	-1%	1%	/	2%	3%
CS(=O)(=O)N(CC(=O)NCC1CCCO1)Cc1ccc(Cl)cc1 (stereo not drawn)
 : -7%	-9%	10	3%	-10%	0%	8%	16%	-1%	4%	3%
CCOC(=O)C(=O)N1CCN(CC)CC1
 : 1%	-1%	-2	2%	7%	1%	-14%	1%	-9%[46.1 µM]	9%	-2%
Cn1c(=O)c2c(SCC(=O)c3ccccc3)nc(C3CC3)nc2n(C)c1=O
 : -1%	-3%	11	2%	3%	3%	-2%	?	18%	0%	6%
COc1ccc(N=c2oc3cc(O)ccc3cc2C(=O)NCC2CCCO2)c(OC)c1 (stereo not drawn)
 : 0%	?	18	0%	6%	-5%	7%	?	13%	i	?
CC(=O)c1cccc(S(=O)(=O)N2CCC(c3nc4ccccc4[nH]3)CC2)c1
 : 5%	-8%	24	-1%	?	-2%	5%	-3%	1%	0%	6%
Cn1c(CSCc2ccc(F)cc2)nnc1SCC(=O)N1CCN(c2ccccc2)CC1
 : -1%	-12%	-10	-1%	-19%	7%	-37%	?	-95%	3%	6%
COC(=O)c1ccc2c(c1O)C(=O)c1ccccc1C2=O
 : 1%	-6%	18	1%	-44%	-10%	-18%	?	/	-6%	?
CCCS(=O)(=O)c1nc(S(=O)(=O)c2ccc(C)cc2)c(N2CCC3(CC2)OCCO3)s1
 : -1%	-4%	11	-16%	21%	-2%	-7%	1%	0%	4%	-12%
C=CCn1cnc2c(c1=O)c1nc3ccccc3nc1n2Cc1ccccc1
 : -7%	/	-7	-2%	/	5%	-10%	-16%	/	/	19%
O=C(COC(=O)/C=C/c1ccc([N+](=O)[O-])cc1)NNC(=O)c1ccccc1
 : 1%	-1%	-5	-2%	-14%	/	-10%	0%	4%	-1%	-1%
CC(Nc1nc2ncn(Cc3ccccc3)c2c(=O)[nH]1)C(=O)O (stereo not drawn)
 : 1%	-9%	18	0%	8%	3%	-11%	-1%	-2%	5%	-3%
CCNC(=O)/C(=C/c1cccc([N+](=O)[O-])c1)NC(=O)c1ccc(C)cc1
 : 1%	-1%	-1	1%	44%	1%	-7%	-4%	9%	3%	-6%
O=C(COC(=O)c1cccc(OC(F)F)c1)NC(=O)NC1CCCCC1
 : 6%	-10%	7	2%	8%	3%	-11%	?	-47%	/	?

Three compounds picked at random from those above:
Below each compound: Tb PFK inh	PTAP TSG101 blk	TSHR antag	AT treatment	Integrin act MD	Mito fusion yeast	Eya2 inh	ELG1 DNA repair	TCR activator	ASM inhibitor	BCR signal inh
CCCS(=O)(=O)c1nc(S(=O)(=O)c2ccc(C)cc2)c(N2CCC3(CC2)OCCO3)s1
 : -1%	-4%	11	-16%	21%	-2%	-7%	1%	0%	4%	-12%
O=C(COC(=O)c1cccc(OC(F)F)c1)NC(=O)NC1CCCCC1
 : 6%	-10%	7	2%	8%	3%	-11%	?	-47%	/	?
O=C(COC(=O)/C=C/c1ccc([N+](=O)[O-])cc1)NNC(=O)c1ccccc1
 : 1%	-1%	-5	-2%	-14%	/	-10%	0%	4%	-1%	-1%

Bioassay records: PubChem BioAssay, National Center for Advancing Translational Sciences (NCATS)
